TGFb inhibitor: qHTS for Inhibitors of TGF-b; Potency, µM (top dose mostly 46.1 µM), inactives show at the highest dose activity, negative = inhibition, hits mostly inhibitors; 1.2% of 410,000 active; HepG2 CAGA-GFP TGF-b/SMAD3 reporter, GFP fluorescence, 18 h; TGF-beta stimulated, 500 pg/mL final; AID 588855, 2011; also: % is scaled to controls: 0 for no effect and ±100 for the full control effect; nearly all actives have a fitted effect of over 65% in size
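Using HEPG2 CAGA-GFP reporter cells at 1000 cells/well, we pinned test compounds, stimulated with recombinant TGF-beta (500 pg/mL final) and measured total well GFP after 18 h.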
Nrf2 block: Nrf2 qHTS screen for inhibitors; A549 ARE-Fluc reporter, luciferase luminescence, 18-24 h; Potency, µM (highest dose often 46 µM), without a hit: at the top dose activity change, negative = inhibition, most hits filed as inhibitors; 2.1% of 360,000 active; AID 504444, 2011; also: % is scaled to controls: 0 for no effect and ±100 for the full control effect; nearly all actives have a fitted effect of over 60% in size
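Cells were seeded and rested 2 h, then exposed to compounds for 18-24 h. CellTiter-Fluor was read first as a viability measure. BugLite was added 15 min before the final luminescent read of ARE-luciferase activity in A549 cells.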
ATXN2 expr inh: Primary qHTS for Inhibitors of ATXN expression; HEK-293 ATXN2-luciferase reporter, luminescence, 24 h; Potency, µM (titrated, usually from 57 µM), for inactives: at the top dose activity change, negative = inhibition, actives largely listed as inhibitors; 0.72% of 360,000 active; AID 1745845, 2022; also: % is scaled to controls: 0 for no effect and ±100 for the full control effect; nearly all actives have a fitted effect of over 55% in size
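qHTS (up to 57 uM final) was run with 24 h compound exposure of reporter cells at 37 °C. Each well was multiplexed: SteadyGlo luminescence measured ATXN2-luciferase expression after a fluorogenic Gly-Phe-AFC viability readout (25 uM final).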
Nrf2 ARE act: qHTS of Nrf2 Activators; AREc32 ARE-luciferase reporter (MCF7-derived line), luminescence, 24 h; Potency, µM (highest dose often 46.1 µM), without a hit: at the top dose activation, hits mostly activators; 0.31% of 410,000 active; AID 624171, 2012; also: % of control where 0% means no effect; nearly all actives have a fitted effect of over 65% in size
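Cells of the AREc32 ARE-luciferase line are plated in OPTI-MEM containing 5% FBS and left overnight at 37 deg C. Compounds are pinned in, incubation continues 24 hr, and firefly luciferase signal is then measured.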
MCF10A rerep: A quantitative high throughput screen for small molecules that induce DNA re-replication in MCF 10a normal breast cells | AID 624296, 2012 | MCF 10A DNA re-replication, Hoechst nuclear intensity, 48 h | 2.9% of 350,000 active | Potency, µM (series often up to 46.1 µM), inactives show at the top dose activity, positive = re-replication, most hits filed as activators; also: % of control where 0% means no effect; nearly all actives have a fitted effect of over 50% in size
A549 tox: Nrf2 qHTS screen for inhibitors: counterscreen for cytotoxicity; A549 ARE-Fluc cells, CellTiter-Fluor viability, 18-24 h; Potency, µM (highest dose often 46 µM), without a hit: top-dose activity change, negative = cytotoxicity, hits mostly inhibitors; 0.16% of 390,000 active; AID 504648, 2011; also: % is scaled to controls: 0 for no effect and ±100 for the full control effect
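A549 ARE_Fluc cells in 5% FBS OPTI-MEM were exposed to compounds in concentration-response for 18-24 h at 37 deg C. Viability was read by CellTiter-Fluor fluorescence (Ex 405/Em 525) after 30 min, before the luciferase read.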
S2 tox: Viability Counterscreen for Primary qHTS for Inhibitors of ATXN expression. S2 cells (HEK-293 line with an ATXN2-luciferase reporter) viability, CellTiter-Fluor protease fluorescence, 24 h. Potency, µM (top dose mostly 56.7 µM), most hits filed as cytotoxic. 0.49% of 400,000 active. AID 651635, 2014; also: nearly all actives have a fitted effect of over 40% in size
HepG2 viability: qHTS for Inhibitors of TGF-b: Cytotox Counterscreen; HepG2 CAGA-GFP viability, ATP luminescence, 18 h; Potency, µM (highest dose often 46.1 µM), without a hit: at the highest dose activity change, negative = cytotoxicity, most hits filed as cytotoxic; 0.76% of 410,000 active; AID 588856, 2011; also: some results filed as inactive show a strong effect at the top dose
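HepG2 CAGA-GFP cells (1000/well, DMEM with 1% FBS) received compound, then TGF-beta at 500 pg/mL final, and were incubated 18 hours at 37 degrees C. Viability was read by CellTiter-Glo luminescence. Media-only wells were set as complete cell-killing and DMSO as no toxicity.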
EPAC2 antag: qHTS for Antagonist of cAMP-regulated guanine nucleotide exchange factor 2 (EPAC2): primary screen; Rap guanine nucleotide exchange factor 4 (Homo sapiens), Q8WZA2; EPAC2 GEF exchange of Rap1B-BODIPY-GDP, fluorescence; Potency, µM (series often up to 114 µM), for inactives: at the top dose activity, negative = inhibition, usual class: inhibitors; 0.18% of 360,000 active; AID 720708, 2013; also: % is scaled to controls: 0 for no effect and ±100 for the full control effect; nearly all actives have a fitted effect of over 45% in size; many of its hits are not listed in these tables
Target sequence (Q8WZA2 whole entry, looked up): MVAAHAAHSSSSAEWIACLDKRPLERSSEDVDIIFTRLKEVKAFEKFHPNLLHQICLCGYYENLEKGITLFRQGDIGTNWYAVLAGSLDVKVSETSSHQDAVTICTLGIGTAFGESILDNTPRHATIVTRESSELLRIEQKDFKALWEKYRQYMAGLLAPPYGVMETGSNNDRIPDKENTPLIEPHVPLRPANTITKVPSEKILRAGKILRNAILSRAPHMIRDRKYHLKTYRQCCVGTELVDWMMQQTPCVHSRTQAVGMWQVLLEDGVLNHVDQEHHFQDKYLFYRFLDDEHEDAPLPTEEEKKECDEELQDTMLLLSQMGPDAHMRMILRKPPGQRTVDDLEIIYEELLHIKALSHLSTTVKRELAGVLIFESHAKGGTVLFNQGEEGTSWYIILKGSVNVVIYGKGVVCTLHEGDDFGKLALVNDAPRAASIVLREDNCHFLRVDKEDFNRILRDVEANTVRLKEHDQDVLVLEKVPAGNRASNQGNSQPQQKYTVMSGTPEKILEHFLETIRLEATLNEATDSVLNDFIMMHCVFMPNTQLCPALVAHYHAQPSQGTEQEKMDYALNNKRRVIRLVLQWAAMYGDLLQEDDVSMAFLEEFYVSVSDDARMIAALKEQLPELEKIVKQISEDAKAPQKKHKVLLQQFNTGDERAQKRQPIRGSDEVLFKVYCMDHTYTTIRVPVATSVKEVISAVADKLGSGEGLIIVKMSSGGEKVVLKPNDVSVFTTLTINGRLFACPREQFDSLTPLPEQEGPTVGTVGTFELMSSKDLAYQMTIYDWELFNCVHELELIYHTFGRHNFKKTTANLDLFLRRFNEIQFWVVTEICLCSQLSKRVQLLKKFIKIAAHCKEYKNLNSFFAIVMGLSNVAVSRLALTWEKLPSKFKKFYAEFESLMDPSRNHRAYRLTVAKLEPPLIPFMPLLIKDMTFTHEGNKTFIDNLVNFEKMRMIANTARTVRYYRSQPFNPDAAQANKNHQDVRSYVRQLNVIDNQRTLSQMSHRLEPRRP
An asterisk follows results filed as active; i = inactive; u = inconclusive; x = no result given; & = joins results of further samples; [ ] = another dose, or the depositor's remark. Calls follow the shape of the dose curve; as a rule, active = well fitted curve in the direction sought with a large enough effect; inconclusive = small, poorly fitted or top-dose-only effect, or another doubt; inactive = no such curve, though single readings can be large; an effect the other way counts as inactive or inconclusive. Potency is read from the fitted curve at half-maximal effect. Only part of the results is shown. The share of hits here may be higher or lower than overall.

#1 CCc1ccccc1N(CC)C(=O)C(=O)Nc1ccc2nc3n(c(=O)c2c1)CCCCC3
#2 Cc1ccc2[nH]c(O)c(N=NC(=O)C3CC3c3ccccc3)c2c1Br (centres undefined)
#3 COc1ccc(C(=O)Nc2ccnn2C2CCN(C(=O)c3cnsn3)CC2)cc1
#4 CCC(CC)C(=O)c1c[nH]c(C(=O)N2CCN(c3ccccc3)CC2)c1
#5 Cc1ccc(C2C(C#N)=C(N)N(c3ncn[nH]3)C3=C2C(=O)CC(C)(C)C3)cc1 (centres undefined)
#6 Cc1cccc(OCC(=O)NCCCNC(=O)c2ccccn2)c1
#7 COc1ccc(NC(=O)CN(C)C(=O)CCNC(=O)c2ccccc2OC)cc1
#8 O=C(c1ccc(CSc2nc3ccncc3n2Cc2ccccc2)cc1)N1CCCCCC1
entry no.	1	2	3	4	5	6	7	8
TGFb inhibitor	0%	0%	0%	11%	0%	2%	12%	u
Nrf2 block	-25%	u	u	-25%	0%	-8%	-15%	u
ATXN2 expr inh	-9%	u	30%	-13%	0%	5%	-6%	-2%
Nrf2 ARE act	5.1%	-0.6%	-0.7%	-0.1%	-1.3%	0.3%	5.1%	0.9%
MCF10A rerep	x	u	-2%	-4%	-3%	-2%	1%	x
A549 tox	-2%	-11%	-7%	11%	-8%	-11%	4%	-11%
S2 tox	u	i	i	i	i	i	i	u
HepG2 viability	1%	-18%	3%	-29%	11%	4%	-1%	-20%
EPAC2 antag	x	14%	13%	2%	0%	-7%	-7%	x

#9 CCOC(=O)C1(Cc2cccc(OC)c2)CCCN(C(=O)c2cc(C)[nH]n2)C1 (centres undefined)
#10 Cc1cc(OCC(=O)NNC(=O)c2ccncc2)ccc1C(C)C
#11 COc1ccccc1C(=O)NCCC(=O)N(C)CC(=O)Nc1ccc(N2CCOCC2)cc1
#12 Cc1ccccc1N(C(=O)c1snc(C(N)=O)c1N)C(C)C(=O)NC1CCCCC1 (centres undefined)
#13 CCOC(=O)c1sc(NC(=O)c2cccc(S(=O)(=O)N(CC)CC)c2)cc1C
#14 Cc1cc(Nc2cccc(F)c2)nc(N2CCOCC2)n1
#15 O=C(NC1CCCC1)C1c2ccccc2OCC(=O)N1Cc1ccco1 (centres undefined)
#16 CC(Sc1n[nH]c(N)n1)C(=O)C12CC3CC(CC(C3)C1)C2 (centres undefined)
entry no.	9	10	11	12	13	14	15	16
TGFb inhibitor	-25%	-10%	0%	-1%	16%	-1%	x	-4%
Nrf2 block	u	7%	-1%	0%	-26%	-3%	x	-20%
ATXN2 expr inh	-1%[11.3 µM]	4%	2%	0%	2%	x	-2%	-20%
Nrf2 ARE act	4.2%	-0.4%	-0.3%	-0.1%	-0.8%	9.0%	0.0%	-0.5%
MCF10A rerep	-14%	0%	3%	u	32%	0%	x	6%
A549 tox	6%	0%	0%	-14%	-10%	-4%	x	7%
S2 tox	i	i	i	u	u	i	u	i
HepG2 viability	-22%	-1%	-2%	-7%	-11%	-38%	x	-2%
EPAC2 antag	2%	11%	8%	-13%	6%	-1%	0%	-6%

#17 COc1cc(OC)c(C2Nc3cccc4cccc(c34)N2)c(OC)c1
#18 COc1ccccc1C1CCN(Cc2ccccc2)CC1
#19 CC1OC(=O)c2cc3ccccc3nc21 (centres undefined)
#20 O=c1ccc(/C=C/c2ccccc2)nn1Cc1ccccc1Cl
#21 COc1ccc(-n2c(SCC(=O)Nc3cc(C)on3)nc3ccc(O)cc3c2=O)cc1OC
#22 Cc1ccc(CNC(=O)c2ccc(N3CCCC3)c(NC(=O)Nc3ccc(F)c(Cl)c3)c2)cc1
#23 CCN(CC(=O)Nc1c(F)cccc1F)C(=O)c1cccc(S(=O)(=O)NCc2ccccc2)c1
#24 COc1ccc(C(=O)NCc2nnc(SCC(=O)Nc3nnc(C)s3)o2)cc1
entry no.	17	18	19	20	21	22	23	24
TGFb inhibitor	u	0%	9%	u	-2%	1%	-12%	2%
Nrf2 block	u	12%	x	-10%	-17%	x	15%	-5%
ATXN2 expr inh	0%	u	x	4%	9%	-2%	-7%	-6%
Nrf2 ARE act	22%	-1.1%	-0.9%	0.3%	-0.3%	-1.2%	1.7%	0.7%
MCF10A rerep	-4%	u	x	u	0%	x	-2%	12%
A549 tox	u	1%	x	0%	-3%	-11%	8%	6%
S2 tox	u	i	i	i	i	u	i	i
HepG2 viability	-32%	-14%	-3%	-18%	-19%	3%	3%	-16%
EPAC2 antag	u	4%	2%	-4%	-7%	x	11%	0%

#25 CCN(CC)C(=O)COc1cccc2ccccc12
#26 CN(C)CC1(C)Cc2ccsc2C1O (centres undefined)
#27 Cc1cccc(-c2nnc3n(CCc4ccccc4)c(=O)c4ccccc4n23)c1
#28 CCCCNC(=O)C1(C)CCCCN1C(=O)c1c(C)noc1C (centres undefined)
#29 Cc1ccc2c(c1)N(CCC(=O)NCC1COc3ccccc3O1)C(=O)CO2 (centres undefined)
#30 COC(=O)c1ccc2c(=O)n(CCN3CCOCC3)c(SCC(=O)Nc3ccccc3OC)nc2c1
#31 CCCCCCCSc1nnc(N)s1
#32 O=C(Nc1nccs1)c1ccc(-c2ccc(Cl)cc2Cl)o1
entry no.	25	26	27	28	29	30	31	32
TGFb inhibitor	-2%	19%	u	5%	0%	4%	5%	-3%
Nrf2 block	2%	-2%	-5%	x	u	x	-12%	22%
ATXN2 expr inh	22%	5%	15%	-6%	-10%	x	31%	-2%
Nrf2 ARE act	5.8%	-0.8%	8.7%	0.7%	-0.5%	-0.6%	0.5%	-0.5%
MCF10A rerep	1%	3%	x	x	12%	x	u	13%
A549 tox	x	0%	1%	x	0%	x	0%	0%
S2 tox	i	i	i	i	i	i	i	i
HepG2 viability	7%	8%	-14%	1%	-13%	3%	-3%	15%
EPAC2 antag	12%	18%	x	2%	-1%	-1%	-11%	-11%

#33 COc1cc(OCC(N)=O)cc(OC)c1OC
#34 O=[N+]([O-])c1ccc(C2CCCC/C2=N/O)c([N+](=O)[O-])c1 (centres undefined)
#35 C[C@@H]1CN([C@@H](C)CO)C(=O)CCCn2nncc2CO[C@H]1CN(C)C(=O)c1ccncc1
#36 CCOc1ccc(NC(=O)C2CC(C)=C(C)CC2C(=O)O)cc1 (centres undefined)
#37 COc1cc(NC(=O)c2noc3c2CCc2ccccc2-3)cc(OC)c1OC
#38 S=C(Nc1cccc(Cl)c1)NC1CCCCC1
#39 Clc1ccc(Cc2ccccn2)cc1
#40 Cc1cc(C)c(C)c(S(=O)(=O)N2CCN(c3ccccn3)CC2)c1C
entry no.	33	34	35	36	37	38	39	40
TGFb inhibitor	u	22%	13%	5%	u	0%	-9%	0%
Nrf2 block	-18%	-12%	x	7%	u	-25%	u	u
ATXN2 expr inh	-5%	-6%	7%	-2%	-31%	12%	2%	-5%
Nrf2 ARE act	-0.8%	0.1%	-0.4%	-0.9%	-0.2%	-0.7%	-1.5%	-0.5%
MCF10A rerep	-2%	u	x	-1%	x	-2%	1%	10%
A549 tox	-13%	-8%	x	-1%	2%	2%	1%	2%
S2 tox	i	i	i	i	u	i	i	i
HepG2 viability	32%	20%	-3%	14%	-38%	-32%	0%	-13%
EPAC2 antag	12%	5%	-7%	11%[57.1 µM]	x	-6%	-8%	-6%

#41 CCOC(=O)c1cnc2c(c(C)nn2CC)c1Cl
#42 Cc1c(C(C)C)c(=O)n(-c2ccc(S(=O)(=O)NC3CC3)cc2)n1C
#43 COC(=O)c1c(C(=O)OC)c(-c2cccc(C)c2)n2c1CS(=O)(=O)C2
#44 O=C(COC(=O)c1cccc(F)c1)Nc1ccc(Cl)cn1
#45 Cc1cc(CSc2nc(C)cc(=O)[nH]2)c2ncccc2c1
#46 Cc1ccc2c(c1)N(C(=O)CCC(=O)N1CCN(c3ccccn3)CC1)CCO2
#47 Cc1c(C)c2c(c(C)c1O)CC[C@@](C)(CCC[C@H](C)CCC[C@H](C)CCCC(C)C)O2
#48 O=C(CCc1ccc(S(=O)(=O)N2CCOCC2)cc1)Nc1nc(COc2ccccc2)cs1
#49 Cc1ccc(C)c(OCC(=O)OCc2csc(CC(=O)Nc3ccccc3C)n2)c1
#50 N#CCCN(C(=O)Nc1ccccc1)c1ccccc1
entry no.	41	42	43	44	45	46	47	48	49	50
TGFb inhibitor	0%	-3%	-26%	11%	9%	9%	5%	-21%	-27%	21%
Nrf2 block	0%	u	19%	12%	-8%	-5%	6%	x	x	x
ATXN2 expr inh	4%	-26%[11.3 µM]	-7%	-3%	-15%	3%	2%	u	x	4%
Nrf2 ARE act	11%	0.3%	-0.7%	-0.8%	-0.8%	-0.2%	-0.6%	-0.7%	-0.9%	0.3%
MCF10A rerep	u	-9%	-7%	0%	14%	6%	-2%&-2%	u	x	0%
A549 tox	0%	2%	-2%	3%	-4%	12%	-6%	u	x	4%
S2 tox	i	i	i	i	i	i	i	i	u	i
HepG2 viability	-6%	11%	8%	8%	-17%	4%	-7%	-19%	2%	4%
EPAC2 antag	-7%	-6%	21%	1%	1%	7%	-17%	-3%	0%	7%

Screening data (PubChem BioAssay)
